High-throughput results deposited in PubChem by several laboratories.
RPL19A TOR yeast = alters RPL19A-GFP fluorescence in TOR pathway yeast screen; 0.3% of 330,000 active; percent response vs DMSO, % at 10 µM; S. cerevisiae RPL19A-GFP strain, flow cytometry, 3 h; active compounds read low; AID 2025;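 active = percent response vs DMSO below 50%; inconclusive = fewer than 70 events counted for the yeast strain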;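 also: median channel GFP fluorescence of the barcoded RPL19A-GFP strain; ratio of sample median GFP to plate DMSO average so 100% = DMSO; lower means less RPL19A-GFP as with rapamycin TOR inhibition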
LAP4 TOR yeast = modulators of TOR pathway LAP4-GFP in S. cerevisiae; GFP response vs DMSO, % at 10 µM; 0.34% of 320,000 active; S. cerevisiae LAP4-GFP multiplex, flow cytometry GFP, 3 h; median GFP as percent of DMSO wells;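 active = GFP response vs DMSO above a set limit, about the screen mean plus 3 SD, cut at about 150% in these data; inconclusive = under 70 cell events counted for the yeast strain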
JMJD2C inh = inhibitors of human GASC-1 (JMJD2C) demethylase. inhibition, % at 2.35 µM. GST-JMJD2C(1-420) H3K9me3 demethylation, DELFIA europium. 0.069% of 330,000 active. Q9H3R0. AID 2099;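 active = more than half of a compound's replicate wells show inhibition beyond 50%, single wells judged on their own value; inconclusive = some, but no more than half, of replicates pass 50% inhibition; inactive = no replicate passes 50% inhibition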;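 also: signal counts dimethyl H3K9 product captured on neutravidin plate; 0% = median of DMSO wells and 100% = 0.3 times that DMSO median; strong numbers were not always called active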
GRK2 inh = inhibitors of human GRK2 displacing RNA aptamer; P25098; bead flow cytometry, FAM-aptamer displacement from GRK2; inhibition of aptamer binding, % at 10 µM; 0.59% of 330,000 active;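 active = inhibition of aptamer binding above 40%, roughly 3 SD of noise, on plates passing a quality check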;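 also: median bead fluorescence of bound FAM aptamer so fluorescent compounds give negative values; no value below 0 was filed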
CIT2 TOR yeast = alters CIT2-GFP fluorescence in TOR pathway yeast screen; S. cerevisiae CIT2-GFP strain, flow cytometry, 3 h; 100 means same as DMSO wells; GFP response vs DMSO, % at 10 µM; 0.065% of 320,000 active;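 active = GFP response relative to DMSO above a set limit, near the screen mean plus 3 SD, cut at about 150% in these data; inconclusive = Fewer than 70 cells measured for a yeast strain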;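 also: ratio of well median GFP fluorescence to mean of DMSO wells on the plate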
MEP2 TOR yeast = alters MEP2-GFP fluorescence in TOR pathway yeast screen; GFP response vs DMSO, % at 10 µM; 0.51% of 330,000 active; S. cerevisiae MEP2-GFP strain, flow cytometry GFP, 3 h; 100% = DMSO control level;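 active = GFP response versus DMSO above a set limit, roughly screen mean plus 3 SD, cut at about 180% in these data; inconclusive = fewer than 70 cells counted for a yeast strain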;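 also: median GFP fluorescence of the barcode-gated MEP2-GFP cells per well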
VLA-4 inh = inhibition in a human VLA-4 binding assay; P13612; VLA-4 expressing cells, ligand binding flow cytometry; inhibition, % (about 7 µM as worked out from the volumes in the protocol); 0.2% of 330,000 active; AID 2557; in the data active = inhibition above about 50%
Target sequence (P13612 whole entry, looked up): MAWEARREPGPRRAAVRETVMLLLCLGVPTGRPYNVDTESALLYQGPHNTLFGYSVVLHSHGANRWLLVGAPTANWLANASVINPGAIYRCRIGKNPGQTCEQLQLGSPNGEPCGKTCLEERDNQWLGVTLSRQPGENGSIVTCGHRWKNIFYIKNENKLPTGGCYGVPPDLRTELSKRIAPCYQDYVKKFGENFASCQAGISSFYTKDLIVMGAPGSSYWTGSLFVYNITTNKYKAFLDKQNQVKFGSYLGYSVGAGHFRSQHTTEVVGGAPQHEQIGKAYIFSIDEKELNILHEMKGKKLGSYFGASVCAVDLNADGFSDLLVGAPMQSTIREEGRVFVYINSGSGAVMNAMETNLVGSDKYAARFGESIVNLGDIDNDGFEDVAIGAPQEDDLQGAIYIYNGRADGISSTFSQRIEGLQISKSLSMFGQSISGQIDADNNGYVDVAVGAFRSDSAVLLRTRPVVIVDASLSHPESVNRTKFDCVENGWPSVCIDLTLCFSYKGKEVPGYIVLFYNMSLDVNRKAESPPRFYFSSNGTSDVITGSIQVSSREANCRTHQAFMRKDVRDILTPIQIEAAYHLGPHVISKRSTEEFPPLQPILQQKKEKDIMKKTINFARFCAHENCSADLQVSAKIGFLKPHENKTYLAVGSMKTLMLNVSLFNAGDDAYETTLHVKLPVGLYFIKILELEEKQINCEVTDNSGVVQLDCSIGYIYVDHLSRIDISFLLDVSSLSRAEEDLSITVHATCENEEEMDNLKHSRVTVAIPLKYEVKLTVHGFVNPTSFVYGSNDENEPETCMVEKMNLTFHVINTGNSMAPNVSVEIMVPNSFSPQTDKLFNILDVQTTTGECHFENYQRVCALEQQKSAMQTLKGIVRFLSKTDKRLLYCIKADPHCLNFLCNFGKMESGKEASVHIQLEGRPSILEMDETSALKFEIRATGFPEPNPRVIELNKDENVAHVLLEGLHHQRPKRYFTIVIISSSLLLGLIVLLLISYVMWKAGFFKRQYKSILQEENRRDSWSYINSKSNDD
AGP1 TOR yeast = yeast TOR pathway AGP1-GFP modulation; S. cerevisiae AGP1-GFP multiplex flow cytometry, 3 h; GFP as percent of DMSO wells; GFP response vs DMSO, % at 10 µM; 0.02% of 320,000 active;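 active = GFP response relative to DMSO above a set limit, near screen average plus 3 SD, cut at about 150% in these data; inconclusive = fewer than 70 cells counted for the yeast strain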;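 also: median GFP channel fluorescence of the gated AGP1 strain per well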
The depositor's hits bear a star; ? = inconclusive; · = no result given; & = joins results of further samples.

SMILES | RPL19A TOR yeast | LAP4 TOR yeast | JMJD2C inh | GRK2 inh | CIT2 TOR yeast | MEP2 TOR yeast | VLA-4 inh | AGP1 TOR yeast
Cc1cccc(NC(=O)COC(=O)c2cccc(S(=O)(=O)N3CCCCCC3)c2)c1 | 106 | 115 | -12 | 0 | 121 | 114 | -35 | 107
COc1ccc(C(=O)Nn2c(SCC(=O)c3ccccc3)nc3ccccc3c2=O)cc1 | 106 | 107 | -6 | 0 | 102 | 105 | 8 | 115
CN(c1ccccc1)S(=O)(=O)c1nnc(NC(=O)COc2ccccc2F)s1 | 93 | 93 | -3 | 2 | 99 | 97 | 8 | 95
COc1cccc(CNc2ccc(C(=O)O)cc2)c1OCc1ccccc1 | 103 | 109 | -7 | 5 | 93 | 101 | -7 | 92
CCN1/C(=C/C(=S)Nc2ccccc2)Sc2ccccc21 | 91 | 141 | -3 | 18 | 85 | 92 | -5 | 82
Cc1cc(C(=O)Nc2ccc3c(c2)OCO3)no1 | 97 | 98 | 12 | 0 | 157* | 103 | 15 | 111
CCc1nc2cc(Cl)c(Cl)cc2[nH]1 | 105 | 101 | 8 | 4 | 99 | 103 | -2 | 110
Cc1cc2c(c(=O)o1)C(CCC1CCCCC1)C(C#N)=C(N)O2 (stereo unspecified) | 102 | 120 | 4 | 0 | 115 | 107 | 24 | 111
CCN(C(=O)c1cc([N+](=O)[O-])ccc1NCc1cccnc1)c1ccccc1 | 105 | 95 | 4 | 1 | 109 | 110 | 1 | 109
O=C(COC(=O)C1CCCC1)NCc1ccc(Cl)cc1 | 94 | 110 | 6 | 0 | 88 | 106 | 0 | 92
CCOc1ccc(C(C)NC(=O)C2CCCC2)cc1 (stereo unspecified) | 99 | 99 | -1 | 0 | 94 | 95 | -2 | 97
CC1(C)CC(N2CCCC2)=CC(=[N+]2CCCCCC2)C1 | 96 | 94 | 22 | 0 | 102 | 96 | 18 | 97
COCCn1c(-c2ccccc2Cl)nc2c(c(=O)c3ccccc3n2C)c1=O | ? | ? | -5 | 2 | ? | ? | 13 | ?
CC(NC(=O)c1ccccc1Cl)C(=O)O (stereo unspecified) | 97 | 93 | 6 | 4 | 99 | 97 | 12 | 101
O=C(NCCC(=O)N1CCNC1=O)OCc1ccccc1 | 97 | 98 | 20 | 0 | 103 | 102 | -4 | 102
O=C(CSc1nnc(COc2ccc(Cl)cc2)o1)N1CCCC1 | 104 | 99 | -2 | 0 | 102 | 101 | -2 | 105
CCN1CCN(C(=O)C2CCC(=O)N(Cc3cccc(C(F)(F)F)c3)C2)CC1 (stereo unspecified) | 97 | 63 | 8 | 1 | 91 | 77 | -24 | 94
Cn1c(SCC(=O)N2CCOCC2)nnc1-c1cccc(NC(=O)c2ccccc2F)c1 | 93 | 95 | -1 | 4 | 93 | 96 | 6 | 95
CCCc1ccc(C(=O)COC(=O)CN2C(=O)NC3(CCCCC3C)C2=O)cc1 (stereo unspecified) | 93 | 88 | 9 | 0 | 89 | 98 | 3 | 95
O=C(Nc1ccccc1N1CCCCC1)C1CC(=O)N(c2ccccc2F)C1 (stereo unspecified) | 104 | 110 | -1 | 2 | 107 | 103 | -4 | 107

2 records drawn at random from those above:
SMILES | RPL19A TOR yeast | LAP4 TOR yeast | JMJD2C inh | GRK2 inh | CIT2 TOR yeast | MEP2 TOR yeast | VLA-4 inh | AGP1 TOR yeast
COc1cccc(CNc2ccc(C(=O)O)cc2)c1OCc1ccccc1 | 103 | 109 | -7 | 5 | 93 | 101 | -7 | 92
CCc1nc2cc(Cl)c(Cl)cc2[nH]1 | 105 | 101 | 8 | 4 | 99 | 103 | -2 | 110

(further entries)
SMILES | RPL19A TOR yeast | LAP4 TOR yeast | JMJD2C inh | GRK2 inh | CIT2 TOR yeast | MEP2 TOR yeast | VLA-4 inh | AGP1 TOR yeast
COc1ccc(NC(=O)COc2ccc3c(c2)CCC3)cc1S(N)(=O)=O | 101 | 98 | 4 | 0 | 110 | 104 | 4 | 103
CC(C)[C@H](NC(=O)c1ccco1)C(=O)Nc1ccc(OC(F)F)cc1 | 104 | 109 | 14 | 0 | 106 | 113 | 7 | 105
CCCNC(=O)c1cccc(Cn2cc(Br)c([N+](=O)[O-])n2)c1 | 111 | 102 | 1 | 1 | 109 | 111 | 8 | 104
NS(=O)(=O)c1cccc(NC(=S)NC(=O)c2cccc([N+](=O)[O-])c2)c1 | 105 | 95 | -20 | 1 | 104 | 106 | 3 | 107
Cc1ccc(CNC(=O)CN2C(=O)NC3(CC(C)CC(C)(C)C3)C2=O)cc1 (stereo unspecified) | 95 | 95 | · | 0 | 96 | 92 | -73 | 96
O=C(N/N=C/c1c(O)ccc2ccccc12)c1ccc[n+](CCO)c1 | 114 | 94 | 26 | 0 | 125 | 119 | 21 | 102
CC1Nc2ccc(C(=O)NC3CCCCC3)cc2NC1=O (stereo unspecified) | 105 | 97 | 3 | 4 | 110 | 100 | 4 | 105
COC(=O)c1ccc(OC)c(-c2c(OC)cc(OC)cc2OC)c1 | 100 | 97 | 4 | 0 | 97 | 109 | 5 | 100
COc1ccc(-c2nc3n(c(=O)c2C#N)CCCS3)cc1 | 98 | 100 | 1 | 0 | 103 | 103 | 21 | 94
Cc1ccc2c(CC(=O)NNC(=O)c3ccccc3)coc2c1 | 102 | 92 | -2 | 2 | 101 | 103 | -21 | 94
NC(=O)c1c(NC(=O)c2cc3ccccc3o2)sc2c1CCC2 | 94 | 107 | 7 | 0 | 104 | 112 | 10 | 101
Cc1ncccc1C(=O)N1CCCC(CNC(=O)C2(c3ccc(Cl)cc3)CC2)C1 (stereo unspecified) | 100 | 113 | -7 | 0 | 100 | 95 | 4 | 102
Nc1cc(S(=O)(=O)N2CCCCC2)ccc1N1CCCCC1 | 104 | 113 | 3 | 7 | 109 | 109 | -6 | 112
O=C(c1cccc(F)c1)N1CCN(Cc2cccc(Br)c2)CC1 | 102 | 96 | 22 | 3 | 105 | 102 | 16 | 101
COCCn1nnnc1C(c1ccc(OC)cc1)N1CCN(C(=O)c2ccco2)CC1 (stereo unspecified) | 100 | 91 | -6 | 1 | 96 | 92 | -7 | 96
O=C(OCC(=O)N1CCN(c2ccccc2)CC1)c1ccc([N+](=O)[O-])s1 | 99 | 120 | -2 | 0 | 106 | 108 | 1 | 98
CCN1C(=O)c2ccc(C(=O)NCc3ccccc3)cc2C1=O | 98 | 109 | 0 | 1 | 87 | 94 | -2 | 95
Nc1cc(=O)[nH]c(SC/C=C/c2ccccc2)n1 | 93 | 97 | 3 | 1 | 102 | 100 | -10 | 92
Nc1cccc(C(=O)Nc2ccc(N)cc2Cl)c1 | 97 | 91 | 3 | 0 | 99 | 102 | -3 | 102
COc1ccc2[nH]c3c(=O)n(CCCCC(=O)NCCC(C)C)c(=S)[nH]c3c2c1 | 92 | 106 | -16 | 0 | 91 | 95 | 16 | 95
Clc1ccc(-c2cnc3n2CCCCC3)cc1 | 96 | 121 | 7 | 0 | 110 | 149 | 0 | 97
OCCC1CN(Cc2ccccc2-c2ccco2)CCN1C1CCCC1 (stereo unspecified) | 95 | 93 | 14 | 0 | 91 | 92 | -1 | 94
C/C(CCc1ccco1)=N/NC(=O)CCC(=O)Nc1ccc(Br)cc1 | 111 | 96 | -11 | 3 | 105 | 106 | 11 | 109
Cc1ccc2oc(C(=O)Nc3ccc(S(=O)(=O)Nc4onc(C)c4C)cc3)cc(=O)c2c1 | 99 | 94 | 7 | 1 | 95 | 100 | 6 | 85
S=C(c1ccc(Br)cc1)N1CCCC1 | 109 | 95 | -2 | 0 | 118 | 108 | 18 | 108
Cc1ccc(-c2onc3ccc(C4OCCO4)cc23)cc1 | 92 | 97 | 12 | 2 | 93 | 89 | -4 | 86
CCN1CCN(CC(=O)NC2CCCC2)C(=O)C1=O | 105 | 91 | 4 | 1 | 104 | 94 | -4 | 104
Cc1ccc(-c2cn3c(n2)SCC3)cc1 | 110 | 116 | 4 | 4 | 107 | 111 | -1 | 107
CC(=O)Nc1nnc(-c2c(-c3ccccc3Cl)noc2C)o1 | 99 | 120 | 6 | 2 | 110 | 102 | -5 | 113
COc1ccc(-n2c3c(cc(C(=O)N4CCN(CCO)CC4)c2=O)C(=O)CC(C)(C)C3)cc1 | 106 | 99 | 6 | 0 | 106 | 113 | 9 | 108
C=CCn1cc(C(=O)OC)c(=O)c2cc(S(=O)(=O)N3CCC(C)CC3)ccc21 | 97 | 96 | -6 | 1 | 96 | 102 | 6 | 98
CS(=O)(=O)N1CCN(c2cccc(Cl)n2)CC1 | 87 | · | 1 | 0 | 79 | 87 | 2 | 81
CC(C)C(NC(=O)c1c(F)cccc1F)C(=O)N1CCN(S(=O)(=O)/C=C/c2ccccc2)CC1 (stereo unspecified) | 94 | 97 | 1 | 0 | 100 | 93 | 3 | 99
COc1ccc(OCC(=O)Nc2ccc(S(=O)(=O)Nc3cc(C)nc(C)n3)cc2)cc1 | 88 | 91 | -10&-7 | 1 | 91 | 93 | 18 | 90
O=C(N/N=C/c1ccc[nH]1)c1ccncc1 | 98 | 97 | 19 | 3 | 99 | 102 | 14 | 100
COc1cc(OC)c2c(=O)c(OC)c(-c3ccc(OC)c(OC)c3)oc2c1 | 94 | 103 | 21 | 7 | 92 | 111 | 32 | 95
CC(=O)N1CCc2cc(S(=O)(=O)CCC(=O)Nc3ccc(Cl)cc3F)ccc21 | 102 | 99 | -28 | 7 | 110 | 92 | 20 | 101
O=C(CN1CCN(c2ncccn2)CC1)N1CCCc2c1c(=O)oc1ccc(O)cc21 | 102 | 103 | · | 0 | 108 | 104 | 13 | ·
COc1ccc(CCNc2nc(N3CCCCC3)nc(N3CCCCC3)n2)cc1OC | 97 | 85 | -13 | 1 | 77 | 88 | 21 | 83
Cc1cc(Cl)ccc1OCC(=O)N1CCN(c2ncccn2)CC1 | 94 | 95 | -2 | 1 | 83 | 97 | 14 | 91
CCOC(=O)C1=C(CN2CCN(c3ccc(F)cc3)CC2)NC(=O)NC1c1cccs1 (stereo unspecified) | 91 | 96 | -10 | 2 | 81 | 84 | 1 | 85
O=C(CNC(=O)c1ccc2ccccc2c1)NCc1ccccc1F | 101 | 101 | 2 | 0 | 104 | 104 | 1 | 102
COc1ccc(NC(=O)c2cncc(Br)c2)cc1S(N)(=O)=O | 98 | 99 | 0 | 0 | 96 | 93 | 10 | 101
O=Cc1ccc(OCc2ccc3ccccc3c2)cc1 | 106 | 105 | -8 | 0 | 92 | 111 | 5 | 90
CCOC(=O)C(NC(=O)Nc1ccc(O)cc1)(c1ccccc1)C(F)(F)F (stereo unspecified) | 96 | 91 | -23 | 3 | 84 | 96 | 12 | 109
Cc1ccc2[nH]c(=O)c(CN(CCc3ccccc3)C(=O)N3CCOCC3)cc2c1 | 103 | 95 | 0 | 1 | 112 | 103 | -10 | 105
Cn1c(C(=O)O)c(CC(=O)NCC2COc3ccccc3O2)c2ccccc21 (stereo unspecified) | 99 | 102 | 3 | 0 | 102 | 108 | 0 | 101
CCOC(=O)CCCc1sc(N)nc1-c1[nH]c(=O)[nH]c1C | 97 | 95 | 4 | 2 | 93 | 92 | 6 | 97
CSc1cccc(NC(=O)c2sc3nc4n(c(=O)c3c2C)CCC4)c1 | 97 | 100 | 0 | 0 | 93 | 102 | 10 | 91
CCc1cccc(NC(=O)CCNS(=O)(=O)c2ccc3[nH]c(=O)oc3c2)c1 | 101 | 100 | -6 | 3 | 99 | 101 | 4 | 103
COC(=O)[C@@]12CCCCN1[C@H](c1ccc(-c3ccc(OC)cc3)c(OC)c1)[C@@H]1C(=O)N(C)C(=O)[C@@H]12 | 99 | 98 | 5 | 0 | 92 | 101 | 35 | 99
